Source: PubChem (several laboratories)
GAA850 FXN act: increases GAA850 frataxin promoter reporter activity; HEK293 lucGAA850 FXN promoter luciferase reporter, 24 h; percent of 10 µM SAHA response; activation, % at 6 µM; 360,000 compounds, 0.56% hits;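 active = activation above the average of all compounds screened plus 3 SD, cutoff fixed separately per campaign, cut at about 7.5% in these data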;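 also: 0% = DMSO wells and 100% = 10 µM SAHA wells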
PG9 binder: small molecules binding HIV-1 gp120 antibody PG9; inhibition, % at 6.7 µM; 360,000 compounds, 0.43% hits; TR-FRET gp120-PG9 antibody binding; in the data active = inhibition above about 8.5%
hgDAF-12 ag: hgDAF-12 agonism, primary luciferase screen; 370,000 compounds, 1.8% hits; activation, % at 6.8 µM; AID 687014; HEK293 GAL4-hgDAF12 UAS-luciferase reporter, agonist luminescence; normalized to butyrate control;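 active = activation above a cutoff set at the mean of all screened compounds plus 3 SD, cut at about 10% in these data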;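 also: 0% = DMSO wells and 100% = sodium butyrate wells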
DAX1 inh-1: NR0B1 (DAX1) inhibition; P51843; HEK293 Gal4-DAX1 luciferase reporter, luminescence; inhibition, % at 6.75 µM; 340,000 compounds, 0.99% hits; AID 504766;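 active = inhibition above the mean over all tested compounds plus 3 SD, cut at about 4.2% in these data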;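 also: 0% = DAX1-transfected cells with DMSO and 100% = empty-vector control cells with DMSO; inhibition shows as a rise in luminescence from relieved DAX1 repression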
Target sequence (P51843 207-470 limits assumed): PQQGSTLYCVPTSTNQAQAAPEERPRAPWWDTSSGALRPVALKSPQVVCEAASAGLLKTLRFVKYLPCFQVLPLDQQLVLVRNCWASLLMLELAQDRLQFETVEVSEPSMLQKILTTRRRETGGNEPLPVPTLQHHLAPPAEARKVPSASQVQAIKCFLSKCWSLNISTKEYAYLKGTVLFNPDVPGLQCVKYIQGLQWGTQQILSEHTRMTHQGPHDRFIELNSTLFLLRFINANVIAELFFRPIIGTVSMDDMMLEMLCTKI
SMARCA2 activ: activators of SMARCA2 function; MG213 cells, MMTV-luciferase reporter, dexamethasone, overnight; 370,000 compounds, 1% hits; activation, % at 9.1 µM; AID 652017; in the data active = activation above about 7.8%;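 also: 0% = vehicle wells and 100% = reference activator wells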
DAX1 inh-2: DAX1 (NR0B1) inhibition, primary screen | HEK293T StAR-luciferase reporter, SF-1/DAX-1 repression relief | inhibition, % at 6.8 µM | 370,000 compounds, 1.1% hits | AID 652010;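 active = inhibition above the mean over all tested compounds plus 3 SD, cut at about 3.6% in these data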;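 also: 0% = DAX-1 cells with DMSO and 100% = cells lacking DAX-1 with DMSO; higher inhibition means more luminescence from relief of DAX-1 repression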
HGIII-sPLA2 inh: Inhibits HGIII-sPLA2 liposome hydrolysis, primary screen; Q9NZ20; QFRET BODIPY PC-A2 liposome hydrolysis, fluorescence; inhibition, % at 12.2 µM; 370,000 compounds, 0.56% hits;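 active = inhibition above mean plus 3 SD of compounds lying within the high and low control bounds, cut at about 19% in these data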;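 also: 0% = median of test compound wells and 100% = no enzyme DMSO wells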
Target sequence (Q9NZ20 whole entry, looked up): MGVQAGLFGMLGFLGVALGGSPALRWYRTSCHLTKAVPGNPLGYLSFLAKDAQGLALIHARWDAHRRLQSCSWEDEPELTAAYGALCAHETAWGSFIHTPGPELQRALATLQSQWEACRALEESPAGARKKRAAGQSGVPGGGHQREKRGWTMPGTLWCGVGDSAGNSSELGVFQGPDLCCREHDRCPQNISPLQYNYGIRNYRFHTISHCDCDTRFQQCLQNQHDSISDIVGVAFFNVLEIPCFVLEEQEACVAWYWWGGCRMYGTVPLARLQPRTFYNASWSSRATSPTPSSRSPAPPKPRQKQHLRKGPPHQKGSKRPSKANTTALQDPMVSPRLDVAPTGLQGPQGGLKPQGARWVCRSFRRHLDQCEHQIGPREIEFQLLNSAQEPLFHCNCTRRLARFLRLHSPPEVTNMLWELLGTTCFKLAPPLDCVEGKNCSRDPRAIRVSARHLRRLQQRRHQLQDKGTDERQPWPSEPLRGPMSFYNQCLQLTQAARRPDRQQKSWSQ
hcDAF-12 act: activates DAF-12 receptor from parasite H. contortus; 370,000 compounds, 1.4% hits; AID 652067; activation, % at 6.8 µM; HEK293 hcDAF-12 lit1-tk-luc reporter, luminescence; 0% DMSO, 100% Δ7-dafachronic acid;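 active = activation above the mean of all tested compounds plus 3 SD, cut at about 5.5% in these data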;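 also: 100% = response to 3 µM Δ7-dafachronic acid high control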
ssDAF-12 act: S. stercoralis DAF-12 activation, primary screen; 370,000 compounds, 1% hits; activation, % at 6.8 µM; HEK293 ssDAF-12/GRIP1 lit1-tk-luc reporter, luminescence; % of 3 µM dafachronic acid response;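 active = activation above the mean over all tested compounds plus 3 SD, cut at about 0.9% in these data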;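 also: 0% = DMSO-only wells and 100% = 3 µM delta7-dafachronic acid wells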
PLCb3 inh: blocks human PLC-beta3 enzyme activity | Purified PLC-beta3, fluorogenic substrate, fluorescence | inhibition, % at 12.2 µM | 370,000 compounds, 0.18% hits | AID 720704; in the data active = inhibition above about 11%;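 also: 0% = median of compound wells on plate and 100% = full blocker control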
Rev-erbA mod: Rev-erb alpha (human) modulation; P20393; 370,000 compounds, 0.79% hits; activity, % at 10 µM; Rev-erbα–FITC-DNA binding, fluorescence polarization, 90 min;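 active = activity above about 14%, limit read from the data; passing the limit was not always enough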;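 also: 0% = DMSO wells with 35 nM protein and 100% = DMSO wells with 750 nM protein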
* = called active by the depositor; i = inactive; x = not tested or not shown.

Each structure is followed by: GAA850 FXN act	PG9 binder	hgDAF-12 ag	DAX1 inh-1	SMARCA2 activ	DAX1 inh-2	HGIII-sPLA2 inh	hcDAF-12 act	ssDAF-12 act	PLCb3 inh	Rev-erbA mod
#1 COc1cccc(NC(=O)C(=O)NCCCN2CCCC2=O)c1
  1.4	0.6	7.7	2.4	7	3.8*	-5	3.0	-0.2	-4	-6
#2 O=C(CC(=O)c1ccccc1)CS(=O)(=O)c1ccccc1
  0.9	-1.9	-1.2	0.8	2	0.5	-10	0.9	-1.2	-32	3
#3 CCC(Cc1ccccc1)NC(=O)c1ccc2nc(N3CCOCC3)sc2c1 (stereo unspecified)
  0.1	-1.0	-1.4	0.2	-4	0.1	1	0.9	-1.4	7	0
#4 COc1ccc(OC)c(C2=C/C(=C/c3ccccn3)C(=O)O2)c1
  2.0	1.1	-2.0	1.4	-3	-0.5	-1	0.4	-1.8	-55	-1
#5 O=C(CN(c1ccccn1)S(=O)(=O)c1ccc(F)cc1)Nc1ccc(F)cc1F
  1.7	0.2	-0.5	0.3	-2	0.2	3	-0.6	-0.6	-39	-5
#6 O=C(c1ccc(Cl)cc1)[C@@H]1[C@@H]2C(=O)N(c3cccc4ccccc34)C(=O)[C@@H]2C2c3ccccc3C=NN21 (stereo partly specified)
  -0.3	-2.6	3.8	0.4	1	0.3	-3	2.7	-1.1	-7	2
#7 O=C(CSc1nnnn1-c1cccc(F)c1)NC1CC1
  -0.2	1.1	4.3	0.6	-1	1.0	6	0.4	-0.1	-2	2
#8 COc1cccc(CNC(=O)CCS(=O)(=O)c2ccc3c(c2)NC(=O)CS3)c1
  0.0	2.1	0.0	-0.1	1	-1.1	-3	-2.7	-1.1	-1	-5
#9 Cc1nn(CC(=O)NC(C)C)c(C)c1[N+](=O)[O-]
  -1.0	0.1	0.2	1.2	-4	0.6	10	-1.9	-0.9	-6	-1
#10 O=C(CCl)N1c2ccccc2Sc2c1ccc1ccccc21
  -6.8	0.5	3.6	1.3	0	-1.5	-1	2.3	-0.5	-41	-3
#11 C=CCN1C(=O)C2(OCCCO2)c2cc(CCCC)ccc21
  0.4	-2.8	1.7	-1.1	-1	0.0	-5	0.1	-1.0	-7	-6
#12 Cc1nc2cc(C(=O)OCC(=O)Nc3cccc(Cl)c3)ccc2n1-c1ccccc1
  1.4	0.6	-0.5	0.0	-4	0.2	-16	-0.7	-1.6	-46	5
#13 Cc1ccc(C(=O)NN2C(=O)C3C4C=CC([C@@H]3C2=O)C42CC2)cc1 (stereo partly specified)
  -1.2	-1.3	1.5	1.5	-1	0.2	7	1.9	-1.3	8	-4
#14 O=C(COc1cccnc1[N+](=O)[O-])Nc1c(Cl)cccc1Cl
  2.4	-0.7	-1.1	-0.5	-3	-0.3	9	-1.7	-0.4	-2	-5
#15 O=C(O)c1c(Cl)cccc1Nc1ccccc1
  1.2	-2.0	1.6	x	1	-0.6	-14	0.3	-0.4	-10	4
#16 Cc1nn(C)c(C(=O)N2CCN(C(=O)c3ccco3)CC2)c1[N+](=O)[O-]
  0.3	0.6	0.8	0.0	-2	0.1	7	-1.8	-0.3	4	5
#17 COc1ccc2c(c1)c(=O)cc(-c1ccccc1)n2C
  1.7	0.1	3.9	0.8	-2	0.1	7	0.1	-0.9	-64	4
#18 C=C1C(=O)[C@]23C[C@H]1CCC2[C@@]1(C)C(C[C@@H]3O)[C@](C)(C(=O)O)CC[C@@H]1O (stereo partly specified)
  x	-2.1	0.1	x	28*	1.7	2	-0.1	-0.4	1	-3
#19 COc1ccc(CC(=O)Nc2ccc(C(=O)NCC(C)C)cc2)cc1
  -0.5	0.0	-2.4	-0.8	-1	-0.1	-2	-0.8	-1.7	1	-4
#20 COc1ccc(-c2cc3nc4c(c(N5CCC6(CC5)OCCO6)n3n2)CCC4)cc1
  4.7	-0.3	-1.4	-0.8	2	-0.2	0	-1.7	-1.9	-29	5

The list goes on, starting with the last 2 of the part before.
Each structure is followed by: GAA850 FXN act	PG9 binder	hgDAF-12 ag	DAX1 inh-1	SMARCA2 activ	DAX1 inh-2	HGIII-sPLA2 inh	hcDAF-12 act	ssDAF-12 act	PLCb3 inh	Rev-erbA mod
#19 COc1ccc(CC(=O)Nc2ccc(C(=O)NCC(C)C)cc2)cc1
  -0.5	0.0	-2.4	-0.8	-1	-0.1	-2	-0.8	-1.7	1	-4
#20 COc1ccc(-c2cc3nc4c(c(N5CCC6(CC5)OCCO6)n3n2)CCC4)cc1
  4.7	-0.3	-1.4	-0.8	2	-0.2	0	-1.7	-1.9	-29	5
#21 COCCNC(=O)C1(C)CCCN(C(=O)c2c(F)ccc(C)c2F)C1 (stereo unspecified)
  2.1	-0.5	0.0	x	3	0.1	2	2.1	-0.6	-1	0
#22 CC(C)(C)c1nnc2sc(SCC(=O)N3CCCc4ccccc43)nn2c1=O
  -0.1	-1.5	2.2	-3.0	3	-1.1	-11	-0.1	-1.0	-2	6
#23 Cc1ccc(C(=O)/C=C/Nc2ccc([N+](=O)[O-])cc2Br)cc1
  2.3	-2.4	5.8	0.8	5	1.7	-1	1.1	-1.0	-4	-1
#24 Cc1noc(C)c1S(=O)(=O)N(CC(=O)O)c1ccc2c(c1)OCO2
  0.0	-0.5	6.2	1.1	1	0.1	-1	-1.6	-0.8	-2	6
#25 CN(C)S(=O)(=O)c1cccc(C(=O)Nc2cccnc2)c1
  -0.1	-2.8	-1.0	-0.2	1	-0.7	-1	-0.7	-0.8	3	-3
#26 Cc1ccc(C)c(S(=O)(=O)Nc2cc(C)on2)c1
  0.8	-1.0	0.3	0.9	1	0.0	6	-1.0	-1.1	-3	1
#27 COc1ccc(-c2nc(S(=O)(=O)c3ccccc3)c(N3CCCC3)o2)cc1
  1.7	1.2	-2.9	-0.7	-3	1.5	5	0.2	-0.7	3	-10
#28 CSc1nc2[nH]c3c(c2c2nnnn12)CCCC3
  2.3	-0.5	-0.2	-1.8	1	-1.4	2	-1.8	-1.7	i	6
#29 O=C1CN(S(=O)(=O)c2ccc(Cl)cc2C(F)(F)F)CCN1
  3.4	2.4	-0.9	0.0	3	0.8	6	-1.2	-1.8	-2	2
#30 Cc1ccc(CN2Cc3cccc4c3[C@@H](CC2=O)[C@H](O)[C@H](O)C4)cc1
  -1.1	-1.0	-1.3	0.3	0	0.0	1	-1.7	-1.2	5	2
#31 CCc1ccc(C(O)c2ncc(-c3cccc(C)c3)[nH]2)cc1 (stereo unspecified)
  -0.2	0.8	0.7	x	-4	-1.2	-9	1.0	-0.2	-2	-3
#32 Cc1cc(NC(=O)CSCC(=O)Nc2ccc(C)c(C)c2)no1
  -0.6	-1.3	-3.7	0.5	-4	0.1	8	0.0	-1.2	-9	2
#33 COc1ccc(CCNC(=O)c2ccc(COc3ccccc3OC)o2)cc1
  -0.5	1.8	1.7	-0.1	-4	0.3	-5	-3.4	-1.3	-5	8
#34 O=C1CSCN1c1ccc(Cl)cc1
  1.0	-0.6	-0.1	-0.7	5	0.4	10	-0.7	-0.4	4	12
#35 Cc1cc(C(=O)CSc2n[nH]c(N)n2)c(C)n1C1CC1
  -0.3	1.1	0.7	3.2	1	0.3	1	-0.4	0.0	-1	-3
#36 O=C(c1ccc(-c2ccccc2)cc1)N1CCN(c2ccccc2)CC1
  3.0	0.4	5.0	4.8*	4	0.5	-2	0.9	0.7	-4	-6
#37 CC(COc1ccccc1)N1CCC(CO)(Cc2ccccc2)CC1 (stereo unspecified)
  -3.1	0.7	-1.1	1.3	0	0.2	3	-2.2	-0.7	-1	-5
#38 CC(C)c1nc(SCC(=O)c2c[nH]c3ccccc23)n[nH]1
  2.0	-2.5	3.1	0.5	-2	0.0	2	1.7	-0.9	-11	0
#39 COC(=O)[C@@H](Cc1ccccc1)NC(=O)[C@H]1O[C@@H](n2cnc3c(=O)[nH]c(N)nc32)[C@H](O)[C@@H]1O
  x	0.2	-0.9	x	0	-0.2	-2	-0.2	-1.0	4	-4
#40 CC(c1ccccc1)n1c(-c2ccc(Cl)cc2)n[nH]c1=S (stereo unspecified)
  0.1	1.5	-3.3	-0.4	-4	0.3	18	-0.8	-1.4	-9	-3
#41 CN(C)S(=O)(=O)N1CCc2ccccc2C1
  -1.8	1.0	3.0	4.3*	-5	-0.7	13	-1.1	-0.4	3	2
#42 CC(=O)C1=NN(c2ccccc2)C(c2ccc3c(c2)OCO3)N1c1ccccc1 (stereo unspecified)
  3.8	-3.5	4.4	3.0	0	-0.8	2	0.6	-1.3	-119	-2
#43 O=C(CCSCCC(=O)NCCN1CCOCC1)NCCN1CCOCC1
  -0.7	1.6	0.2	-0.3	5	-0.4	5	0.9	-0.1	-27	3
#44 O=C(CC1C(=O)NCCN1Cc1ccoc1)NCCCn1ncc2ccccc21 (stereo unspecified)
  1.1	-3.8	0.2	-0.4	4	0.2	0	0.3	-1.5	1	-4
#45 CCc1ccc(S(=O)(=O)c2nnn3c2nc(N2CCOCC2)c2ccccc23)cc1
  0.8	0.0	2.3	1.1	0	0.6	1	-1.0	-0.5	-9	17
#46 CCOC(=O)CNC(=O)CSc1ncnc2c1nnn2-c1ccc(F)cc1
  0.8	0.1	-1.3	0.9	2	1.1	16	-0.8	-0.8	-1	3
#47 COc1cc(C=C(C#N)C(=O)c2ccccc2)cc(OC)c1OC
  x	0.8	-2.0	x	-1	-0.4	5	-0.2	-1.1	-22	-5
#48 COc1ccc(/C=N/n2cncn2)cc1CSc1ccccn1
  5.2	0.9	-1.3	0.5	0	-0.2	-2	-1.4	-1.2	-1	-5
#49 CCOC(=O)c1c(NC(=S)N2CCCCC2)sc2c1CCN(C(=O)OCC)C2
  1.4	0.8	-1.6	x	-2	-0.5	8	-2.5	-1.6	-8	1
#50 COc1ccccc1NC(=O)CCSc1ccc(C)cc1
  2.1	-1.5	-2.6	0.9	-2	0.4	2	1.2	-1.1	4	-2
